# From PubChem BioAssay
# Sm TGR inh = inhibitors of Schistosoma mansoni thioredoxin glutathione reductase. purified TGR, DTNB reduction, TNB absorbance 405 nm. Potency, µM (series often up to 114 µM), without a hit: top-dose activity change, negative = inhibition, actives largely listed as inhibitors. 360,000 compounds, 3% hits; also: potency is read from the fitted curve at half-maximal effect; nearly all actives have a fitted effect of over 60% in size
#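 First, TGR (20 nM dispensed) and NADPH were mixed with compound. Second, a 15 min room-temperature incubation followed. Third, further NADPH and then DTNB were added to start the reaction. Finally, TNB absorbance was monitored kinetically.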
# AmpC inh detg = inhibitors of E. coli AmpC beta-lactamase with detergent | AmpC hydrolysis of nitrocefin, absorbance 480 nm, 0.01% Triton | 370,000 compounds, 0.041% hits | Potency, µM (titrated, usually from 114 µM), for inactives: top-dose activity change, negative = inhibition, usual class: inhibitors | AID 485294;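 also: potency is read from the fitted curve at half-maximal effect; 0% = no-compound wells and -100% = no-enzyme wells; nearly all actives have a fitted effect of over 25% in size; some results filed as inactive show a strong effect at the top dose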
# Target sequence (P00811 whole entry, looked up): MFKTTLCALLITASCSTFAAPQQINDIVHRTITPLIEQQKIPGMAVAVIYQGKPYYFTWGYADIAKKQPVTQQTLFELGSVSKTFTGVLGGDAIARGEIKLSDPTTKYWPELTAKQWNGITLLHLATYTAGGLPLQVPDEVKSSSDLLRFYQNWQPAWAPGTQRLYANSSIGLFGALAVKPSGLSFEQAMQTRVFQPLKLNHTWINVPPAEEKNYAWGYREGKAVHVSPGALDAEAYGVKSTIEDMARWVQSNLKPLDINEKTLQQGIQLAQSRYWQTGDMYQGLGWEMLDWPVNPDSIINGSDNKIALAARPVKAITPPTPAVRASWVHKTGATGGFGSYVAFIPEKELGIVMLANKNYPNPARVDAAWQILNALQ
#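 AmpC (5.3 nM in the dispensed reagent) in 20 mM phosphate pH 7.0 with 0.01% (detergent screen) or 0.0001% Triton X-100 was preincubated with compounds for 15 min at room temperature. Nitrocefin was then added from an 800 uM solution, and hydrolysis was followed at 480 nm.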
# HCMV antiviral = human cytomegalovirus inhibition | HFF cells, HCMV-luciferase reporter, 72 h; stronger effect = lower value | activity change, negative = inhibition, % at 57.5 µM | 410,000 compounds, 4.5% hits | AID 1259415; in the data active = activity change below about -60%; inconclusive = no clear call, values can overlap the other calls; inactive = above about -39%
#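 HFF cells seeded 16 h at 37C, treated with compounds, infected with luciferase-reporter HCMV at MOI 1 PFU/cell; luciferase read at 72 h post infection, normalized to buffer-only and Salinomycin controls.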
# HCV inhibitor = blocks hepatitis C virus | Huh7.5.1 HCVcc-Cre infection, luciferase reporter, 44 h | Potency, µM (titrated, usually from 41.8 µM), inactives show top-dose activity change, negative = inhibition, most hits filed as inhibitors | 340,000 compounds, 3.4% hits; also: potency is read from the fitted curve at half-maximal effect
#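 Compounds are dispensed onto cells plated 4 h earlier at 1,000 per well, with HCVcc-Cre virus (about 0.5 moi) added next. Following 44 h of culture, luminescent signal is measured for 15 sec after 15 min with substrate at room temperature.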
# AMA1-RON2 inh = AMA1-RON2 (P. falciparum) interaction inhibition; Potency, µM (highest dose often 58.2 µM), inactives show top-dose activity change, negative = inhibition, most hits filed as inhibitors; AlphaScreen AMA1-biotinylated RON2 peptide binding; 360,000 compounds, 0.2% hits;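 also: potency is read from the fitted curve at half-maximal effect; 0% = vehicle wells and -100% = peptide control; nearly all actives have a fitted effect of over 45% in size; some results filed as inactive show a strong effect at the top dose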
#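 AMA1 (3D7) with his tag at 25 nM final met compounds first, then biotinylated RON2 peptide at 25 nM; detection used donor plus acceptor beads, 10 µg/mL apiece, read by AlphaScreen after 30 min at room temperature.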
# Giardia FBPA inh = Giardia lamblia aldolase inhibition. purified Giardia FBPA. 290,000 compounds, 0.71% hits. Potency, µM (titrated, usually from 59.6 µM), inactives show at the highest dose activity, negative = inhibition, most hits filed as inhibitors. A8B2U2; also: potency is read from the fitted curve at half-maximal effect; nearly all actives have a fitted effect of over 55% in size
# Target sequence (A8B2U2 whole entry, looked up): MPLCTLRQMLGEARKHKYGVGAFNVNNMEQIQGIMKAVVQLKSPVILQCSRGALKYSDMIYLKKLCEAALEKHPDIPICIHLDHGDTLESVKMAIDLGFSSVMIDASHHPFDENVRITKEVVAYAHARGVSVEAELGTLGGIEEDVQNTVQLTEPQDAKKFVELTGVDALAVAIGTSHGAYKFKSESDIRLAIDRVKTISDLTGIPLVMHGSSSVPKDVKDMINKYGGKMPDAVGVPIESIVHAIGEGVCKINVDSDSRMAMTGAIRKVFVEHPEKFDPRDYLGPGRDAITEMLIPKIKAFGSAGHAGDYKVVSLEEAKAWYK
#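 Giardia FBPA (40 nM reagent) was preincubated 10 min at RT with compound (up to 57.5 uM final), then substrate plus GAPDH/TPI/NAD/arsenate coupling system with diaphorase/resazurin was added; resorufin fluorescence (525/598 nm) was read after 20 min.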
# * hit, by the source's call; u = inconclusive; x = no result given; [ ] = dose if it differs, or a comment. Unless noted, calls follow the shape of the dose curve; as a rule, active = well fitted curve in the direction sought with a large enough effect; inconclusive = small, poorly fitted or top-dose-only effect, or another doubt; inactive = no such curve, though single readings can be large; an effect the other way counts as inactive or inconclusive. Unless noted, % is scaled to controls: 0 for no effect and ±100 for the full control effect. No enrichment for hits; overall some 9.3% were active at least once.
1) COC(=O)Nc1nn(Cc2ccccc2F)cc1Br
2) COc1ccc(C(=O)N/N=C/c2cc(Br)ccc2O)cc1OC
3) O=C(O)Cn1cc(/C=c2/sc3nc4ccccc4n3c2=O)c2ccccc21
4) Cc1ccc(C)c(OCC(O)CN2CCCCC2C)c1 (stereo unspecified)
5) Cc1ccc(C)c(NC(=O)CN(C)C(=O)c2ccccc2OCc2c(C)noc2C)c1
6) O=C(O)c1cccc(-c2nc3ccccc3[nH]2)c1
7) COc1ccc(OCc2nnc(SCC(N)=O)n2-c2ccccc2OC)cc1
8) O=C(NCc1ccccc1)c1ccc(NS(=O)(=O)c2cccs2)cc1

assay / entry,1,2,3,4,5,6,7,8
Sm TGR inh,-11%,-12%,-2%,-8%,-6%,-6%,-18%,-3%
AmpC inh detg,-1%,-6%,3%,u,2%,u,u,5%
HCMV antiviral,-9,-97*,4,-5,-6,32,-11,13
HCV inhibitor,15%,11µM*,-16%,u,5%,25%,x,-16%
AMA1-RON2 inh,-6%,97%[activator],7%,-3%,-2%,0%,4%,-4%
Giardia FBPA inh,10%,22%,-11%,0%,x,-5%,-1%,x

9) COc1ccc(NC(=O)CCC(=O)N/N=C/c2ccncc2)cc1
10) CCOC(=O)c1c(C)n(C)c2ccc(OCC(O)CN(CC)CC)cc12 (stereo unspecified)
11) CC(C(=O)NCC(=O)Nc1ccc(F)c(F)c1F)N1CCN(c2ccc(O)cc2)CC1 (stereo unspecified)
12) CN(C)c1nccc(NCc2ccccc2)c1C#N
13) CSCCC(NC(=O)c1ccccc1)C(=O)N1CCN(C(C)=O)CC1 (stereo unspecified)
14) Cc1ccc(-c2nc(C3CCN(S(=O)(=O)c4ccc(C(C)(C)C)cc4)CC3)no2)cc1
15) O=C(Nc1ccc(N2CCN(C(=O)c3ccco3)CC2)cc1)c1ccc2c(c1)OCO2
16) CCc1ccc(N2CC(C(=O)Nc3ccc(S(=O)(=O)NCC4CCCO4)cc3)CC2=O)cc1 (stereo unspecified)

assay / entry,9,10,11,12,13,14,15,16
Sm TGR inh,22%,0%,u,7%,-8%,3%,1%,-15%
AmpC inh detg,-9%,u,4%,u,-2%,u,-10%,-7%
HCMV antiviral,25,-21,-27,-27,1,-98*,0,43
HCV inhibitor,-5%,u,0%,-73%,7%,18%,-2%,-29%
AMA1-RON2 inh,21%,-3%,5%,10%,-5%[11.6 µM],-4%,-5%,-6%
Giardia FBPA inh,0%,-15%,x,4%,x,-2%,0%,1%

17) O=S(=O)(c1ccccc1)N1CCN=C1SCc1ccccc1Cl
18) O=[N+]([O-])c1cc(S(=O)(=O)Nc2cccc(Cl)c2)ccc1N=Nc1c(O)[nH]c2ccccc12
19) CCN(CC)CCn1c(=S)[nH]c2ncccc2c1=O
20) Cc1cc(-c2ccc(C)c(S(=O)(=O)Nc3cccc(C#N)c3)c2)on1
21) Cc1cc(-c2ccc(C)c(S(=O)(=O)N3CCN(c4ccccn4)CC3)c2)on1
22) O=C(O)c1ccc(CSc2nnc(-c3ccccc3Cl)n2-c2ccccc2)cc1
23) CC(C)(C)CC(=O)O/N=C(\N)c1ccccn1
24) CC1CC(=O)Nc2ccccc2N1C(=O)CSc1ccc2ccccc2n1 (stereo unspecified)

assay / entry,17,18,19,20,21,22,23,24
Sm TGR inh,3%,-4%,3%,6%,0%,-12%,-2%,x
AmpC inh detg,2%,-11%,1%,2%,2%,-5%,-3%,x
HCMV antiviral,u,-78*,-27,u,u,13,-23,21
HCV inhibitor,u,u,7%,x,u,1%,8%,u
AMA1-RON2 inh,3%,22%,18%,x,-1%,-12%,9%,-16%
Giardia FBPA inh,u,2%,-20%,x,1%,6%,16%,x

25) NCCCCCc1nnc(SC/C=C/c2ccccc2)o1
26) CCc1nnc(NC(=O)CSc2nccn2Cc2ccc(F)cc2)s1
27) Cc1ccc(C(=O)Nc2cc(Cl)ccc2Oc2ccccc2)cc1[N+](=O)[O-]
28) CCc1c(C)sc(NC(=O)c2cccs2)c1C(N)=O
29) O=C(Cn1cnc2c(NCc3ccccc3)ncnc21)NCc1ccccn1
30) CCOC(=O)N1CCN(C(=O)CN(c2cccc(Cl)c2C)S(=O)(=O)c2ccc(C)cc2)CC1
31) N#Cc1ccc(-c2cccs2)nc1SCC(=O)Nc1cccc(C(F)(F)F)c1
32) CCn1c(CNC(=O)c2ccc(Cl)cc2)nnc1SCC(=O)NC1=NCCS1

assay / entry,25,26,27,28,29,30,31,32
Sm TGR inh,-32%,7%,16%,-4%,x,-2%,5%,0%
AmpC inh detg,-7%,16%,9%,-1%,x,u,1%,6%
HCMV antiviral,-26,4,87,37,-5,-1,-31,-37
HCV inhibitor,0%,x,-6%,u,20%,x,x,-21%
AMA1-RON2 inh,-5%,x,-2%,4%,6%,x,x,-1%
Giardia FBPA inh,1%,x,0%,-6%,x,x,x,-15%

33) Cc1c(NC(=O)CSc2nnc(-c3ccncc3)o2)c(=O)n(-c2ccccc2)n1C
34) COc1ccc(CC(=O)c2ccc(OC3OC(CO)C(O)C(O)C3O)cc2O)cc1 (stereo unspecified)
35) O=C(Nc1cnccn1)Nc1cccc(Cl)c1Cl
36) Cc1nn(C)c(Cl)c1CN1CCC(Oc2ccc(C(=O)N3CCCC3)cc2)CC1
37) Cc1cc(C(=O)Nc2ccc([N+](=O)[O-])cn2)cs1
38) Cc1ccnc(NC(=O)CCC(=O)N(CC(=O)NCC2CCCO2)Cc2ccc(F)cc2)c1 (stereo unspecified)
39) COCCN(C(=O)CN1CCCc2ccccc21)c1c(N)n(Cc2ccccc2)c(=O)[nH]c1=O
40) Cc1ccc2nc(N=C(N)N)nc(C)c2c1

assay / entry,33,34,35,36,37,38,39,40
Sm TGR inh,1%,0%,-10%,7%,5%,u,-33%,5%
AmpC inh detg,3%,-13%,-8%,0%,1%,u,3%,-2%
HCMV antiviral,-10,-7,-33,-26,-8,35,11,-89*
HCV inhibitor,9%,10%,-7%,x,14%,-2%,3%,7.1µM*
AMA1-RON2 inh,22%,10%,-6%,7%,-5%,-7%,0%,18%
Giardia FBPA inh,0%,-2%,16%,x,5%,0%,-4%,-1%

41) Cn1[nH]cc(C=NC(N)=O)c1=O
42) CN1CCc2c(sc3c2c(NCc2ccco2)nc2nnnn23)C1
43) CCCC(=O)N1CCN(c2nc(CC(C)C)c3c(c2C#N)CCC3)CC1
44) Cc1noc(C)c1S(=O)(=O)Nc1ccc2c(c1)C(=O)N([C@H](C)CO)C[C@H](C)[C@@H](CN(C)C(=O)Nc1ccc3c(c1)OCO3)O2
45) FC(F)(F)c1ccc(/C=N/n2c(C3CCCCC3)n[nH]c2=S)cc1
46) CC(C)c1nnc(NC(=O)C2CCCN(C(=O)Nc3ccc(F)cc3)C2)s1 (stereo unspecified)
47) CC(=O)c1cc(CN2CCC(N3CCC(C(=O)NC(C)C)CC3)CC2)cs1
48) Cc1c(Cl)cccc1NC(=O)c1cccc(NC(=O)CCC(=O)O)c1

assay / entry,41,42,43,44,45,46,47,48
Sm TGR inh,x,8%,0%,x,-1%,-1%,0%,-1%
AmpC inh detg,x,10%,-8%,x,5%,-1%,7%,-4%
HCMV antiviral,-6,5,u,7,-27,124,-24,-28
HCV inhibitor,23%,10µM*,u,u,-18%,-1%,11%,6%
AMA1-RON2 inh,0%,-19%,7%,1%,54%[activator],-5%,12%,12%
Giardia FBPA inh,x,u,12%,x,16%,x,3%,-4%

49) O=C(Nc1cccc(-c2nn[nH]n2)c1)c1ccc(Cl)s1
50) Cc1ccc(N/C(N)=N/c2nc(C)cc(N3CCCCC3)n2)c(C)c1
51) COc1ccccc1CCN1CCCC(CN(C)C(=O)c2ccc3nc[nH]c3c2)C1 (stereo unspecified)
52) Cc1cc(OCCn2cc(C(=O)c3cccs3)c3ccccc32)ccc1Cl
53) CCCC(O)(CCN1CCOCC1)c1ccc(Br)cc1 (stereo unspecified)
54) C#CCOCCOCCOCCNc1nc(N2CCN(C(=O)[C@H]([C@@H](C)CC)n3cc(CCC(=O)O)nn3)CC2)nc(N2CCN(C(=O)[C@H](C)n3cc(CCCN=C(N)N)nn3)CC2)n1
55) COc1ccc(NC(=O)CSc2nnc(CNC(=O)c3ccco3)o2)c(OC)c1
56) CCOCCCNC(=O)C1(O)c2ccccc2NC(=O)N1c1ccc(Cl)cc1 (stereo unspecified)

assay / entry,49,50,51,52,53,54,55,56
Sm TGR inh,0%,-12%,9%,8%,u,-12%,-4%,-1%
AmpC inh detg,-8%,2%,1%,29%,-8%,-6%,u,-1%
HCMV antiviral,1,u,15,-11,-1,-6,26,-35
HCV inhibitor,15%,2.8µM*,-7%,x,-23%,-10%,0%,12%
AMA1-RON2 inh,-3%,-13%,-8%,x,-6%,-1%,-14%,1%
Giardia FBPA inh,u,6%,x,x,-1%,2%,2%,17%

# Four entries from above, with tabs:
entry	smiles	Sm TGR inh	AmpC inh detg	HCMV antiviral	HCV inhibitor	AMA1-RON2 inh	Giardia FBPA inh
53	CCCC(O)(CCN1CCOCC1)c1ccc(Br)cc1 (stereo unspecified)	u	-8%	-1	-23%	-6%	-1%
54	C#CCOCCOCCOCCNc1nc(N2CCN(C(=O)[C@H]([C@@H](C)CC)n3cc(CCC(=O)O)nn3)CC2)nc(N2CCN(C(=O)[C@H](C)n3cc(CCCN=C(N)N)nn3)CC2)n1	-12%	-6%	-6	-10%	-1%	2%
55	COc1ccc(NC(=O)CSc2nnc(CNC(=O)c3ccco3)o2)c(OC)c1	-4%	u	26	0%	-14%	2%
56	CCOCCCNC(=O)C1(O)c2ccccc2NC(=O)N1c1ccc(Cl)cc1 (stereo unspecified)	-1%	-1%	-35	12%	1%	17%

# Further compounds
57) c1ccc(Nc2cc(Nc3ccccc3)[nH]n2)cc1
58) O=C(c1ccc2c(c1)OCO2)N1CCN(c2ccccc2)CC1
59) CC(=O)N/C(=C/c1ccc2c(c1)OCO2)C(=O)NCCCO
60) O=C(Nc1cc(Cl)cc(Cl)c1)c1ccc(F)c(S(=O)(=O)N2CCCCCC2)c1
61) Cc1ccc2nc3c(cc(C(=O)NCc4ccccc4)c(=N)n3CCCn3ccnc3)c(=O)n2c1
62) CCN(CC)C(=O)C1CCCN(Cc2nc(-c3cnccn3)no2)C1 (stereo unspecified)
63) CCCC(=O)OCCn1c(Br)nc2c1c(=O)[nH]c(=O)n2C
64) COC(=O)c1sccc1NC(=O)c1ccc(OC)cc1
65) CC(C)C[C@H](NP(=O)(O)O[C@@H]1O[C@@H](C)[C@H](O)[C@@H](O)[C@H]1O)C(=O)N[C@@H](Cc1c[nH]c2ccccc12)C(=O)O

assay / entry,57,58,59,60,61,62,63,64,65
Sm TGR inh,-4%,-8%,4%,-3%,x,-3%,-10%,2%,-4%
AmpC inh detg,u,-15%,-6%,9%,x,2%,-8%,3%,-15%
HCMV antiviral,-27,-10,4,41,-39,-18,22,129,-34
HCV inhibitor,9%,-5%,4%,x,-9%,14%,u,-4%,10%
AMA1-RON2 inh,-13%,-2%,17%,x,3%,0%,11%,-13%,30%[activator]
Giardia FBPA inh,-28%,22%,-2%,x,x,2%,1%,2%,x

# Quoted from the listing:
# entry 65 in HCMV antiviral = -34
# entry 62 in AmpC inh detg = 2%
# entry 63 in Giardia FBPA inh = 1%
# entry 59 in HCV inhibitor = 4%
